High-throughput results: PubChem BioAssay, several laboratories
Pf gametocyte: inhibitors of late stage P. falciparum gametocyte viability; 150,000 compounds, 0.065% hits; inhibition, % at 10.9 µM; P. falciparum stage V gametocytes, ATP luminescence, 24 h;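 active = inhibition above the mean plus 3 SD of compounds within the control limits, set per campaign, cut at about 38% in these data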;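 also: 0% = DMSO wells and 100% = medium only without gametocytes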
Avidin bead fluor: compound fluoresces at 488/530 nm on avidin beads | compound fluorescence 488/530 nm, flow cytometry; hits give high values | fluorescence (KMESF) at 10 µM | 220,000 compounds, 0.38% hits | AID 1775; in the data active = fluorescence above about 47; also: inactives centre near 10
* marks the source's active call; other numbers are inactive results.

SMILES | Pf gametocyte | Avidin bead fluor
CC1CC=C(c2ccccc2)C(=S)N1 (stereo not drawn) | 18 | 9
S=c1[nH]nc(-c2cc(-c3ccccc3)n[nH]2)n1/N=C/c1ccc(Cl)c(Cl)c1 | -13 | 7
CCN1CCN(C(=O)c2ccccc2N(Cc2ccccc2)S(=O)(=O)c2ccc(OC)cc2)CC1 | -4 | 6
Cc1nn(-c2ccccc2)c(NC(=O)c2cccs2)c(-c2ccccc2Cl)c1=O | -27 | 9
COCCN1Cc2cccc(C(=O)Nc3cccc(-c4nc5ccccc5[nH]4)c3)c2C1=O | -6 | 5
NC(=O)C1(C(N)=O)OC1c1ccccc1 (stereo not drawn) | -8 | 5
CCC(C)[C@H](NC(=O)NCc1ccc(F)cc1)C(=O)O (stereo partly drawn) | 9 | 9
Nc1c(C(=O)c2ccccc2)oc2ccc([N+](=O)[O-])cc12 | 11 | 8
O=C(O)c1ccccc1N/N=C/c1c(Sc2nnnn2-c2ccccc2)nc2ccccn2c1=O | 5 | 3
O=C1COc2ccc(C(=O)CSc3ccccc3C(=O)O)cc2N1 | 10 | 2
C=CCN=C1S/C(=C\c2ccc(N(C)C)cc2)C(=O)N1CC=C | 13 | 2
COc1ccc(/C=C/C(=O)NC(=S)NNC(=O)c2ccco2)cc1OC | -1 | 9
N#CC(C#N)=Cc1ccc(NC(=O)c2ccc(Br)cc2)cc1 | -8 | 7
CCCCC1CCCC12NC(=O)NC2=O (stereo not drawn) | 19 | 8
O=Cc1[nH]c2ccccc2c1N(C(=O)CCl)c1ccc([N+](=O)[O-])cc1 | -17 | 9
O=C1CC(Sc2ccc(Cl)cc2)C(=O)N1Cc1ccncc1 (stereo not drawn) | -3 | 6
Cc1cc(Oc2ccc(Cl)cc2)nc(-c2ccccn2)n1 | 9 | 8
Cc1c(NC(=S)NNC(=O)CCC(=O)O)c(=O)n(-c2ccccc2)n1C | 14 | 16
N#Cc1c(CSCC(=O)O)cc(=O)n2c1[nH]c1ccccc12 | -22 | 3
COc1cc(C2C(C#N)=C(N)Oc3cc(C)oc(=O)c32)cc(OC)c1OC (stereo not drawn) | 17 | 11
NNC(=S)Nc1c(Br)cc(F)cc1Br | -3 | 6
N#C/C(=C\N1CCCCC1)S(=O)(=O)c1ccc(Cl)cc1 | -1 | 8
CCCCn1c(=NC(=O)c2ccco2)c(C(=O)OCC)cc2c(=O)n3cccc(C)c3nc21 | 20 | 5
Cc1nnc(NN)n(N)c1=O | 1 | 7
CC(=O)NCC(=O)NNC1CC(=O)N(c2cccc(Cl)c2)C1=O (stereo not drawn) | -5 | 8
New compounds follow:
SMILES | Pf gametocyte | Avidin bead fluor
COc1ccc(Cl)cc1NC(=O)N1CCN(c2ccccc2OC)CC1 | 2 | 6
COc1ccc(C(=O)N/N=C/c2cc(Br)ccc2O)cc1OC | -19 | 6
CN1C(=O)C2(c3ccccc31)c1c(oc3ccccc3c1=O)C(=O)N2CCO (stereo not drawn) | 8 | 4
Cc1onc(C(=O)Nc2sc3c(c2C(N)=O)CCCC3)c1[N+](=O)[O-] | -31 | 5
CCCS(=O)(=O)Nc1c(C(=O)O)[nH]c2ccc(OC)cc12 | -14 | 4
CN(C)c1ccc(CN(C(=O)/C=C/c2ccco2)C2CCS(=O)(=O)C2)cc1 (stereo not drawn) | 5 | 4
O=C1c2ccc(-c3ccc4c(c3)C(=O)N(CCCO)C4=O)cc2C(=O)N1CCCO | -2 | 6
COc1cccc(C2=NOC(C(=O)Nc3c(C)n(C)n(-c4ccccc4)c3=O)C2)c1 (stereo not drawn) | 11 | 5
CC(=O)NC1(C(=O)O)CCCC1 | -4 | 3
COCc1cc(C)nc(OCC(=O)N/N=C/c2ccc(C)cc2)c1C#N | 24 | 9
COc1ccc(OC)c(-n2c(-c3ccc(O)cc3O)n[nH]c2=S)c1 | -36 | 2
COc1cccc(/C=N/Nc2ncccc2[N+](=O)[O-])c1OC | 10 | 3
FC(F)(F)c1cccc(OCc2noc(-c3ccsc3)n2)c1 | -12 | 2
Cc1ccc(NC(=O)Cn2sc3nc(C)cc(C)c3c2=O)c(Cl)c1 | 4 | 2
CCOC(=O)c1nc(C)sc1-c1ccnn1S(=O)(=O)c1ccc(Cl)cc1Cl | 4 | 4
Cn1c(C(=O)O)ccc1S(=O)(=O)N(Cc1ccccc1)Cc1ccccc1 | -11 | 4
COc1ccc(/C=N/NC(=O)c2ccc3nc[nH]c3c2)cc1OC | 0 | 7
Nc1nc(Nc2ccccc2F)nc(NCc2ccco2)c1[N+](=O)[O-] | -11 | 5
Cc1ccc(-n2cccc2C(=O)NS(=O)(=O)c2ccc(C)cc2)cc1 | -12 | 5
Brc1c(-c2ccccc2)nc2n1Cc1ccccc1-2 | 2 | 17
Cc1ccc(C2=NN(C(=O)CCC(=O)O)C(c3cccs3)C2)cc1 (stereo not drawn) | 20 | 9
COc1ccc(CCn2c(=O)[nH]c3cc(C(=O)NCCCN4CCOCC4)ccc3c2=O)cc1OC | -3 | 3
Cc1cc(Oc2ccc([N+](=O)[O-])cc2)nc(N2CCOCC2)n1 | 2 | 6
CCC(C)Nc1nc(C)nc2c1oc1ccccc12 (stereo not drawn) | 18 | 4
CCOC(=O)/C(C#N)=N\Nc1cc(Cl)ccc1OC | -8 | 9
Additional results.
SMILES | Pf gametocyte | Avidin bead fluor
N#CCc1nc2ccccc2c(=O)[nH]1 | -5 | 9
O=C(NCCc1cccs1)c1ccc(Cl)cc1 | 11 | 8
O=C(Nc1ccccc1)c1cccc(Cn2cc(C(F)(F)F)ccc2=O)c1 | 14 | 4
CN(C)C(=O)c1ccc(-c2cc(C(F)(F)F)nn2C)s1 | 3 | 5
CCOC(=O)C1=NNC2(CC(=O)N(c3cc(C)cc(C)c3)C2=O)C1 (stereo not drawn) | 18 | 6
CN(CCc1ccccn1)C(=O)Nc1ccc(C(C)(C)C)cc1 | -1 | 7
O=C(CCCN1C(=O)/C(=C/c2ccccc2Cl)SC1=S)NNC(=O)c1cccnc1 | -6 | 4
CC(C)(C)OC(=O)NCCCC[C@H](NC(=O)c1nc[nH]c1C(=O)N1CCc2ccccc2C1)C(=O)OC(C)(C)C | 5 | 8
FC(F)(F)c1nc(Sc2ncccc2C(F)(F)F)n[nH]1 | 12 | 7
Cc1[nH]c(=O)c(C#N)c(C)c1[N+](=O)[O-] | -1 | 7
FC(F)(F)c1ccc(Cl)c(-n2c(Cc3cccs3)n[nH]c2=S)c1 | -8 | 7
CCn1nc(C(=O)OCc2cccc(S(=O)(=O)N(C)C)c2)c2ccccc2c1=O | -9 | 9
O=C(CSc1nnnn1-c1ccc(O)cc1)c1ccc(F)cc1 | -5 | 6
COc1ccc(SCCC(=O)NCc2ccncc2)cc1 | -25 | 7
COc1ccccc1/C=C/C=NC1C(=O)N(c2ccccc2)[N+](C)=C1C (stereo not drawn) | 7 | 7
CCOc1ccc(NC(=O)c2ccc(NC(=O)Cc3n[nH]c(=O)c4ccccc34)cc2)cc1 | -6 | 4
CN(CC(=O)Nc1ccccc1Cl)C(=O)c1cc(=O)[nH]c2ccccc12 | -61 | 5
O=S(=O)(NNc1nccc(C(F)(F)F)n1)c1cccc(Cl)c1Cl | -16 | 5
COC(=O)c1ccc(S(=O)(=O)N2CCN(C(c3ccccc3)c3ccccc3)CC2)n1C | -69 | 8
Cc1ccc(-c2cc(C(=O)Nc3cccnc3)[nH]n2)c(O)c1C | 5 | 8
OC1(c2ccccn2)COc2ccccc2O1 (stereo not drawn) | -10 | 7
CCOCCn1c(SC(C)C(C)=O)nc2c1c(=O)[nH]c(=O)n2C (stereo not drawn) | 13 | 8
CC1(C)CC(=O)C2=C(C1)OC(=O)CC2c1cccs1 (stereo not drawn) | -20 | 8
CC(C)C12CN(C(=O)c3ccccc3[N+](=O)[O-])CC(C(C)C)(CN(C(=O)c3ccccc3[N+](=O)[O-])C1)C2=O | -6 | 6
O=C(CSc1n[nH]c(=O)n1Cc1ccco1)Nc1ccccc1 | -25 | 3
(further entries)
SMILES | Pf gametocyte | Avidin bead fluor
O=C(COc1ccccc1)NNc1nc2ccccc2s1 | -3 | 6
CN(C)CCCn1c(=O)n(CCc2ccccc2)c(=O)c2c3c(sc21)CCCCC3 | 0 | 7
COc1cccc(NC(=O)C(=O)NCCc2ccc(F)cc2)c1 | 12 | 7
C/C=C/C(=O)Nc1cccc(C2=NOC3(C2)C[C@@H](C(N)=O)N(C(=O)c2cc([N+](=O)[O-])cc([N+](=O)[O-])c2C)C3)c1 (stereo partly drawn) | -44 | 11
O=C1C(=O)c2ccccc2C(O)=C1c1cccc([N+](=O)[O-])c1 | -12 | 4
COC(=O)[C@H](CC(C)C)NC(=O)N1CCC(C)CC1 | -18 | 7
Cn1nc(C(F)(F)F)c(-c2ccc(Br)cc2)c1NC(=O)Nc1ccc(F)cc1F | 5 | 8
Cc1onc(-c2c(Cl)cccc2Cl)c1COC(=O)c1ccc(Cl)cc1 | 28 | 6
CCN1CCN(C(C)C(=O)NC2CCCCC2)CC1 (stereo not drawn) | 1 | 9
O=C(O)CC12CC3CC(C1)CC(n1ncc(NCC4CCCO4)c(Cl)c1=O)(C3)C2 (stereo not drawn) | -7 | 6
CNC(=S)N/N=C/c1ccccc1OCC(=O)O | 19 | 5
Brc1ccc(CNc2nc3ccccc3n2CCN2CCCCC2)cc1 | 10 | 4
O=C(N/N=C/C=C\c1cccc([N+](=O)[O-])c1)c1cccnc1 | -19 | 9
C=C(C)Cn1cnc2c(oc3nc4c(cc32)CCCC4)c1=O | 13 | 5
Cc1ccc(/C=N/NC(=O)c2n[nH]c3c2CCCC3)cc1 | 3 | 3
COc1ccc(CCn2c(C(C)C)nc3oc4ccccc4c(=O)c3c2=O)cc1 | -1 | 7
Nc1c(C(=O)N2CCCC2)sc2nc(-c3ccccc3)ccc12 | -53 | 12
Cc1onc(-c2ccccc2)c1CNC(=O)Nc1cccc(Cl)c1 | -8 | 3
S=c1[nH]cnc2scc(-c3ccc(Cl)cc3)c12 | -16 | 6
CCN1CCN(c2c(Cl)cccc2NC(=O)c2ccc3nsnc3c2)CC1 | 5 | 9
Cn1c(SCC(=O)O)nnc1-c1ccc2ncccc2c1 | -2 | 6
COc1cc(/C=N/NC2=NCCCCC2)ccc1O | 8 | 6
CC12CN3CCN(CC(C3)/C1=N\NC(=O)c1ccccc1N)C2 | -14 | 3
O=C1ON=C(c2ccccc2)/C1=C\c1ccco1 | 8 | 6
CCOC(=O)n1c(O)c(N=NC(N)=S)c2cc(C)ccc21 | -3 | 3
The results go on.
SMILES | Pf gametocyte | Avidin bead fluor
C=C1c2cc3c(cc2NC(=S)N1Cc1ccccc1)OCO3 | -3 | 8
O=C(Nc1ccc(Cl)cn1)c1ccc2c(Cl)c3c(nc2c1)CCC3 | 0 | 7
CCOC(=O)c1sc(S(C)=O)c2c1CCc1conc1-2 (stereo not drawn) | 4 | 5
O=c1[nH]ncc(N/N=C\c2cccnc2)c1Cl | -22 | 4
Cc1cccc(-n2c(O)c(C=Nc3ccccc3-c3n[nH]c(=S)[nH]c3=O)c3ccccc3c2=O)n1 | -7 | 6
O=c1c2ccccc2nc(COc2ccccc2)n1/N=C/c1ccc(O)c(O)c1 | -21 | 4
NS(=O)(=O)c1cc(C(=O)NCCc2ccccn2)ccc1Cl | -1 | 4
CCCCCCOC(=O)Cc1c(C)nc(N)[nH]c1=O | 21 | 8
CN(C)C(=S)Nc1ccc(Br)cc1Cl | -8 | 3
COc1ccccc1NC(=O)CN(Cc1ccco1)C(=O)c1cncc(Br)c1 | 20 | 7
CCN(CC)S(=O)(=O)c1cc(NC(=O)Cn2ncc(Cl)c(Cl)c2=O)ccc1C | 2 | 5
Fc1cccc(CSc2nc3ncc(Cl)cc3[nH]2)c1 | -6 | 4
CCCCCC(=O)NNC1CC(=O)N(c2cccc(OCC)c2)C1=O (stereo not drawn) | -19 | 4
CCCn1cc(CN2CCC(Cc3cccc(F)c3)(C(=O)OCC)CC2)c(C)n1 | -16 | 8
CC(C)=N/N=C(\N)SCc1ccccc1 | -4 | 7
O=C(O)COc1ccccc1/C=N/NC(=O)CSc1nnc(SCc2cccc3ccccc23)s1 | -8 | 8
O=C(Nc1ncccc1O)c1c(O)c2ccccc2[nH]c1=O | -6 | 4
CC(=O)c1sc(C(C)(C)C)cc1NC(=O)/C=C/C(=O)O | 8 | 8
CCCn1c(=N)n(CC(O)c2ccc(C)cc2)c2ccccc21 (stereo not drawn) | 11 | 4

Some of the compounds tested; count on the stated rates, not on these rows.
